Tb PFK block – T. brucei PFK enzyme inhibition; AID 485367; T. brucei PFK, ADP-Glo luminescence; Potency, µM (titrated, usually from 57.5 µM), for inactives: at the top dose activity, negative = inhibition, actives largely listed as inhibitors; O15648; 330,000 compounds, 0.17% hits;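 also: potency is read from the fitted curve at half-maximal effect; 0% = uninhibited 1x PFK enzyme wells and -100% = no-enzyme wells; nearly all actives have a fitted effect of over 60% in size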
Target sequence (O15648 whole entry, looked up): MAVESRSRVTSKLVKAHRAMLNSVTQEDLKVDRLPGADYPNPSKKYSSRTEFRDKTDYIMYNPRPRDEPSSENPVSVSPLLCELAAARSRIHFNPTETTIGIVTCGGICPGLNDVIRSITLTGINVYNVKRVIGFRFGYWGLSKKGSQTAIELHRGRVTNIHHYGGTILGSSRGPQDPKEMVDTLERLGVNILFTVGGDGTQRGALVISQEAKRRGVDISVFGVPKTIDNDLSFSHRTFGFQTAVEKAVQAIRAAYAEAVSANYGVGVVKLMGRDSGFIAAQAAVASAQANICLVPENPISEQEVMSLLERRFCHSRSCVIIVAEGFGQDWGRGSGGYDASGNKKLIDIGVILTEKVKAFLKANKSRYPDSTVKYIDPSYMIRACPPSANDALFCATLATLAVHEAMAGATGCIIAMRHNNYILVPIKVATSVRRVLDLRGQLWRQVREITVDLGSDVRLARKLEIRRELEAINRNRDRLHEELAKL
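ADP-Glo luminescence quantified ADP after 45 min at room temperature, with 1.25 nM T. brucei PFK, 0.1 mM ATP and 0.5 mM fructose-6-phosphate in pH 8.0 TEA buffer. qHTS titrations up to 57 µM; curves classified by quality.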
GALK inhibitor – inhibitors of human galactokinase; 270,000 compounds, 0.007% hits; Purified GALK, Kinase-Glo residual ATP luminescence; Potency, µM (top dose mostly 57.5 µM), without a hit: at the highest dose activity change, negative = inhibition, most hits filed as inhibitors; AID 1868; P51570; also: potency is read from the fitted curve at half-maximal effect; % is scaled to controls: 0 for no effect and ±100 for the full control effect
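Kinase-Glo Plus luminescence measured ATP left after a 1 h room-temperature reaction. The reaction used 5 nM GALK, 100 uM galactose and 35 uM ATP at pH 8.0 (20 mM HEPES, 5 mM MgCl2, 60 mM NaCl, 1 mM DTT, 0.01% BSA).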
TSG101-PTAP inh – blocks PTAP/TSG101 interaction to inhibit HIV-1 budding | Q99816 | Fluorescence polarization, FITC-PTAP peptide / Tsg101 binding | Potency, µM (doses to about 115 µM), without a hit: top-dose activity change, negative = inhibition, hits mostly inhibitors | 340,000 tested, under 10 active | AID 493005; active = well fitted inhibition curve with a large enough effect in the main read-out, with a control signal flat, not every such curve was filed as active; inconclusive = small, poorly fitted or top-dose-only effect, or effect the other way, or a change in a side signal; inactive = no such curve, though single readings can be large or run the other way; also: potency is read from the fitted curve at half-maximal effect; % of control where 0% means no effect
Target sequence (Q99816 whole entry, looked up): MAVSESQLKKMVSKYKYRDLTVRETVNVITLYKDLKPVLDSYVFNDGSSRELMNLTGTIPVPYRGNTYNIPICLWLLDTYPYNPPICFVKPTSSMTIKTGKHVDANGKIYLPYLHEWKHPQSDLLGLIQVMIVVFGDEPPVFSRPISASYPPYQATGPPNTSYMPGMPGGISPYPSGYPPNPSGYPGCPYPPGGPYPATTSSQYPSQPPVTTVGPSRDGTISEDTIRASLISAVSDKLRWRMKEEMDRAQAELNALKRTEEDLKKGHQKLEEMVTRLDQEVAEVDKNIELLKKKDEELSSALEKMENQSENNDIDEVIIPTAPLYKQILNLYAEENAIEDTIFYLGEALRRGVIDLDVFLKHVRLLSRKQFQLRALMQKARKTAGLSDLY
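Fluorescence polarization binding of Tsg101 binding domain (10 uM final) to FITC-labeled PTAP peptide (50 nM final) in HEPES pH 7.5 buffer with NaCl, Tween 20, EDTA, TCEP. Compounds added before peptide; binding 20 min at RT.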
PKM2 activator – activators of human pyruvate kinase M2. P14618. purified PKM2, Kinase-Glo ATP luminescence, activation; response scale: 0% is enzyme alone, no compound. Potency, µM (highest dose often 57.5 µM), for inactives: at the highest dose activation, most hits filed as activators. 260,000 compounds, 0.34% hits. AID 1631; also: potency is read from the fitted curve at half-maximal effect; % is scaled to controls: 0 for no effect and ±100 for the full control effect; nearly all actives have a fitted effect of over 55% in size
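Purified hPK-M2 (>95% pure) converted ADP (0.1 mM final) to ATP with 0.5 mM PEP in 50 mM imidazole pH7.2, KCl, MgCl2, Tween 20, BSA; 1 h at room temperature. ATP detected by Kinase-Glo luminescence.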
S-ASM inh – inhibitors of human secretory acid sphingomyelinase; P17405; placental ASM, HMU-PC fluorogenic substrate, 60 min; Potency, µM (series often up to 57.5 µM), for the others: at the top dose activity change, negative = inhibition, usual class: inhibitors; 340,000 compounds, 0.006% hits; AID 504937; also: potency is read from the fitted curve at half-maximal effect
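Fluorogenic HMU-PC substrate (9 uM final) is turned over by placental ASM in 60 min at 37 C after a 10 min compound preincubation. Reaction ended by alkaline stop (pH 10), with fluorescence read at 386/447 nm.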
B2AR arrestin – beta2AR (human) beta-arrestin recruitment activity; beta-arrestin recruitment to beta2AR, cell-based reporter; Potency, µM (top dose mostly 46.1 µM), for the others: at the highest dose activation, most hits filed as activators; 330,000 compounds, 0.02% hits;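 also: potency is read from the fitted curve at half-maximal effect; 0% = DMSO controls and full agonism = EC100 isoproterenol or metaproterenol; nearly all actives have a fitted effect of over 65% in size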
Chronic BCR inh – chronic active BCR signaling inhibition | ABC-DLBCL IkBa-CBG/CBR reporter, luminescence ratio, 4 h | 340,000 compounds, 0.05% hits | Potency, µM (highest dose often 46.1 µM), inactives show at the highest dose ratio change, negative = lower green/red ratio, hits mostly inhibitors; active = well fitted inhibition curve with a large enough effect in the signal ratio, with a control signal flat, not every such curve was filed as active; inconclusive = small, poorly fitted or top-dose-only effect, or effect the other way, or a change in a side signal; the % refers to the signal ratio;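 also: potency is read from the fitted curve at half-maximal effect; plate controls were basal doxycycline-induced cells for no effect and cells given 10 µM MG132 for full effect; MG132 reads +100%, hits lower the ratio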
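Concentration-response series (up to 46 uM) were applied to TMD8 dual-reporter cells for 4 h at 37C with doxycycline. Green/red ratio, after filter-overlap correction, defined %Activity; red signal alone was normalised to basal cells and zero luminescence.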
Menin MLL FP TR – inhibitors of human menin-MLL interaction, mutant MLL peptide; O00255; AID 1768; Potency, µM (top dose mostly 61.6 µM), inactives show top-dose FP activity change, negative = inhibition, usual class: inhibitors; Menin + Texas Red MLL mutant peptide, fluorescence polarization; 270,000 compounds, 0.23% hits; active = well fitted inhibition curve with a large enough effect in the polarisation, with a control signal flat, not every such curve was filed as active; inconclusive = small, poorly fitted or top-dose-only effect, or effect the other way, or a change in a side signal; inactive = no such curve, though single readings can be large or run the other way; the % refers to the polarisation; also: potency is read from the fitted curve at half-maximal effect; % of control where 0% means no effect; many of its hits are not listed in these tables
Integrin act MD – integrin-mediated muscular dystrophy alleviation activation. Potency, µM (top dose mostly 38.3 µM), for the others: at the highest dose activation, hits mostly activators. alpha7betagal myoblasts, beta-gal FDG fluorescence, 48 h. 350,000 compounds, 0.064% hits. AID 624291;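 also: potency is read from the fitted curve at half-maximal effect; 100% = response of the positive control SU9516; nearly all actives have a fitted effect of over 60% in size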
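alpha7betagal+/- myoblasts (passage 13, 250/well) treated 48 h at 37C with compounds at 1:260 dilution of DMSO stock. Lysed, then beta-galactosidase activity read as FDG fluorescence (ex 480/em 540) after 30 min, with pre-read for autofluorescence.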
Coupling enz – counter-screen for Giardia aldolase inhibitors: coupling enzyme system. coupling enzyme system counterscreen, AmpLite Red fluorescence. activity change, negative = inhibition, % at 58.2 µM, hits read low. AID 2472. 290,000 compounds, 0.67% hits; in the data active = activity change below about -30%; also: % is scaled to controls: 0 for no effect and ±100 for the full control effect
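Final compound at 57.5 uM, incubated 10 min at RT with coupling enzyme reagent (glyceraldehyde-3-phosphate), then 20 min with substrate and AmpLite Red detection. Fluorescence read at 525/598 nm; tests interference with the coupling assay, not aldolase inhibition.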
Giardia killer – kills Giardia lamblia; activity change, % at 7.66 µM, hits read low; Giardia lamblia trophozoite viability; 340,000 compounds, 0.15% hits; in the data active = activity change below about -80%; inconclusive = between about -30% and that limit;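 also: parasites exposed to compound for two days anaerobically before the ATP read; % is scaled to controls: 0 for no effect and ±100 for the full control effect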
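Luminescent ATP signal served as the viability read-out, measured 15-30 min after adding ATP detection reagent to trophozoites that had been incubated with compounds for 48 hrs at 37 deg C anaerobically at 100 cells/well.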
* = called active by the depositor; i = inactive; u = inconclusive; x = no result given; [ ] = another dose, or the depositor's remark. Unless noted, calls follow the shape of the dose curve; as a rule, active = well fitted curve in the direction sought with a large enough effect; inconclusive = small, poorly fitted or top-dose-only effect, or another doubt; inactive = no such curve, though single readings can be large; an effect the other way counts as inactive or inconclusive. Not all compounds are listed, so the mix of outcomes need not match the whole.

| Structure | Tb PFK block | Chronic BCR inh | S-ASM inh | Menin MLL FP TR | Integrin act MD | GALK inhibitor | Giardia killer | PKM2 activator | Coupling enz | TSG101-PTAP inh | B2AR arrestin |
| --- | --- | --- | --- | --- | --- | --- | --- | --- | --- | --- | --- |
| COc1ccc2[nH]c(C)c(CCN3CCC(=O)C(C)C3C)c2c1 (centres undefined) | 0% | -2% | 0% | 0%[11.7 µM] | -14% | 1% | 1 | -2% | -16 | -1% | 0.0% |
| CCOc1ccc(-n2c(-c3ccoc3)nc3ccccc3c2=O)cc1 | 5% | 8% | 2% | -22% | -27% | 1% | 0 | 5% | 3 | -9% | -0.3% |
| O=C1N(CN2CCOCC2)c2ccccc2C1(O)c1c[nH]c2ccccc12 (centres undefined) | 4% | -21% | -1% | 9% | 10% | 0% | -8 | 6% | 0 | -5% | -0.9% |
| COC(=O)c1ccccc1N=Cc1c(O)[nH]c(=O)[nH]c1=O | 2% | 2% | 0% | u | 8% | 1% | -9 | x | 1 | 0% | 0.5% |
| Cc1ccc2c(c1)C1CN(C)CCC1N2C(=O)Cn1nnc(-c2ccccc2F)n1 (centres undefined) | 0% | 7% | 5% | 1% | 0% | 1% | 18 | 1% | -1 | -5% | -0.2% |
| N#CCCn1cc(C(=O)Nc2ccccc2Cl)c(-c2ccc([N+](=O)[O-])cc2)n1 | 1% | -2% | -4% | u | 12% | 4% | 5 | -4% | 1 | 1% | 0.2% |
| COc1ccc(OC)c(-n2c(O)c(/C=C3\C(C)=Nc4ccccc43)c(=O)[nH]c2=O)c1 | 5% | 3% | -2% | x | -2% | -1% | 13 | 4% | -2 | -3% | -0.4% |
| CCOP(=O)(Cc1cc(C(=O)CC)c(C)o1)OCC | -2% | -22% | -5% | x | -4% | 1% | 13 | -1% | 0 | -6% | -0.3% |
| O=C1c2ccccc2C(=O)c2c1ccc1c(=O)n(-c3ccccc3)[nH]c21 | -6% | 10% | -4% | u | 26% | -1% | -19 | -5% | -8 | 0% | -0.7% |
| CC(C)CCOP(=O)(c1ccc(N(C)C)cc1)C(O)c1ccc(C(C)C)cc1 (centres undefined) | 0% | u | -3% | u | -34% | -2% | 8 | x | -3 | -5% | 0.1% |
| CCOc1cc2c(cc1OCC)-n1cccc1C(c1cc(C)c(OC)cc1C)NC2 (centres undefined) | 12% | u | -10% | u | -52%[inhibitor] | -1% | 4 | x | 1 | -3% | 3.3% |
| Cc1nc2ncnn2c(C)c1CCC(=O)N1CCC2(CC1)OCCO2 | -1% | 4% | 3% | 3% | 8% | 0% | -14 | -8% | 0 | -13% | -0.5% |
| COc1cccc(-c2nn(CCC#N)cc2C(=O)Nc2ccccc2Cl)c1 | 1% | -8% | -1% | -1% | -6% | 2% | 48[activator] | -2% | 1 | -4% | 0.1% |
| COc1ccc(C(=O)N2CCC3(CC2)OCCO3)cc1 | -2% | 2% | -1% | -12% | 20% | 5% | 0 | -9% | 10 | 0% | -0.4% |
| CCCNC(=O)c1c(N)n(CC2CCCO2)c2nc3ccccc3nc12 (centres undefined) | 1% | u | i | 5% | 23% | 1% | 14 | -3% | -51* | -5% | -0.6% |
| O=c1[nH]c2c(c(=O)n1C1CCCCC1)CCC2 | -3% | u | 1% | -25% | -26% | 1% | -20 | 6% | 1 | -6% | 0.0% |
| OC1/C(=C/c2ccccc2F)N2CCC1CC2 (centres undefined) | -3% | 4% | -1% | 13% | 0% | 3% | -2 | -5% | -4 | -2% | -0.2% |
| Oc1cccc2nc3ccccc3nc12 | 3% | u | 0% | x | -16% | -3% | 5 | -2% | -24 | -1% | -0.3% |
| CCOc1cc2[nH]c(=S)n(CCCC(=O)N3CCC4(CC3)OCCO4)c(=O)c2cc1OCC | -7% | u | -2% | -29% | -26% | 3% | 22 | -14% | -1 | -9% | -1.3% |
| CCOc1ccc(CN(CCCl)CCCl)cc1C(=O)OC | 0% | -2% | -3% | -14% | -5% | 1% | 11 | 2% | 0 | 1% | -0.3% |
| CCOC(=O)COc1ccc(/C=C2\C(=O)NC(=S)N(c3ccc(OC)cc3)C2=O)cc1OC | -3% | 4% | -1% | 26% | -8% | 0% | -10 | x | 5 | 0% | -0.2% |
| N#CC1=C(N)Oc2c(c(=O)sc3ccccc23)C1c1ccncc1 (centres undefined) | -7% | 0% | -2% | -9% | -10% | 4% | u | 1% | 3 | -4% | 0.0% |
| O=C(Cn1sc2ccccc2c1=O)NC12CC3CC(CC(C3)C1)C2 | 4.3µM* | u | 2% | -8% | u | -1% | -4 | -39% | 1 | 0% | -0.3% |
| Cc1ccccc1C1=NCC(=O)N(CC(=O)NCc2ccco2)c2sc3c(c21)CCCC3 | -4% | u | -3% | -13% | 11% | 1% | -3 | 18% | -4 | -7% | 6.0% |
| CC(C)c1ccc(N2C(=O)NC(=O)/C(=C/c3cnc(-c4ccccc4)nc3)C2=O)cc1 | -7% | 2% | 0% | 22% | 14% | -1% | -16 | 1% | 12 | -3% | 0.2% |
| COc1ccc(C2(C#N)CC[N+](C)(C)CC2)cc1 | -1% | 3% | 3% | -15% | -3% | -1% | 18 | 0% | 2 | -1% | -1.0% |
| O=C1NC(=S)NC(=O)C1=Cc1cccc2cc3ccccc3cc12 | -8% | u | -2% | x | -8% | 2% | -10 | u | 0 | 0% | -0.5% |
| O=C(/C=C/c1ccccc1)c1c(O)n(CCc2ccccc2)c(=O)[nH]c1=O | 2% | -15% | -4% | 28% | -35% | -1% | 7 | 2% | -1 | 0% | 1.4% |
| COC(=O)C1=C(c2ccc(C(C)=O)cc2)C[C@@H]2CC[C@H]1N2C | -9% | 9% | 2% | x | 14% | x | -24 | x | x | -2% | 0.4% |
| CC1(C)CC(=O)C(C=NCCN2CCN(C(=O)Cc3ccc(F)cc3)CC2)=C(O)C1 | -2% | 0% | 0% | 11% | 20%[7.66 µM] | 1% | -1 | -2% | -4 | -9% | -0.5% |
| O=C(Cn1nc(Cc2cccnc2)c2ccccc2c1=O)N1CCC2(CC1)OCCO2 | 0% | u | 3% | -12% | -11% | 1% | -5 | 3% | 5 | -6% | -0.2% |
| O=C(CN1CC(c2ccccc2)CC1=O)Nc1ccccc1 (centres undefined) | 2% | u | 0% | 9% | 23% | 0% | -2 | -13% | 2 | 0% | -0.7% |

As entered above:
Tb PFK block with COC(=O)C1=C(c2ccc(C(C)=O)cc2)C[C@@H]2CC[C@H]1N2C reads -9%
Menin MLL FP TR with O=C(/C=C/c1ccccc1)c1c(O)n(CCc2ccccc2)c(=O)[nH]c1=O reads 28%

Next section.
| Structure | Tb PFK block | Chronic BCR inh | S-ASM inh | Menin MLL FP TR | Integrin act MD | GALK inhibitor | Giardia killer | PKM2 activator | Coupling enz | TSG101-PTAP inh | B2AR arrestin |
| --- | --- | --- | --- | --- | --- | --- | --- | --- | --- | --- | --- |
| CCN1C(=O)C(=Cc2c(C)n(CC(=O)NCC3CCCO3)c3ccccc23)C(=O)N(CC)C1=S (centres undefined) | 0% | 7% | -2% | x | 39% | -9% | 12 | 24% | x | -3% | -0.3% |
| O=c1[nH]c(O)c(C=Nc2ccccc2Oc2ccccc2)c(=O)[nH]1 | 0% | u | 79% | x | -23% | -5% | 1 | 4% | 0 | -1% | -0.7% |
| O=C(Oc1ccc(Cl)cc1)N1CCOCC1 | 1% | u | 2% | 8% | -9% | 3% | -9 | -1% | 0 | -1% | -0.7% |
| COC(=O)C1=C(c2ccccc2OCc2ccccc2)C[C@@H]2CC[C@H]1N2C(=O)NCc1ccc(OC)cc1 | 6% | 3% | -5% | x | -7% | x | -5 | x | x | -2% | 0.1% |
| O=C1NC(=O)N(Cc2ccccc2)C(=O)/C1=C\C=C\c1ccco1 | -22% | u | -7% | u | -22% | -12% | 7 | u | 1 | 5% | -0.5% |
